# TRAIL sens C8 – sensitizes caspase-8 expressing cells to TRAIL. inhibition (viability loss, TRAIL sensitization), % at 10 µM. hit rate 1% among 360,000. AID 624354. NB7+C8 cells + TRAIL, ATPlite viability luminescence;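 active = compounds causing at least 50% loss of cell viability in the single-dose screen, relative to plate controls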
# NCOA1 inh – inhibitors of human steroid receptor coactivator 1 (SRC1); HEK293 GAL4-SRC1 luciferase reporter, luminescence; inhibition, % at 3.6 µM; hit rate 0.12% among 360,000; AID 588354;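 active = inhibition above the campaign mean plus 3 SD, with each screening campaign given its own cutoff, cut at about 60% in these data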;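 also: 0% = DMSO treated cells and 100% = gossypol at 36 µM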
# TLR9-MyD88 inh – TLR9-MyD88 interaction inhibition; Q9NR96+Q99836; CHO BLA complementation TLR9-MyD88, CCF4 FRET ratio; inhibition, % at 4.98 µM; hit rate 0.21% among 340,000; AID 504734;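 active = inhibition above the mean over all tested compounds plus 3 SD, cut at about 21% in these data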;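 also: 0% = DMSO only wells and 100% = clavulanate BLA inhibitor control wells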
# TROY signal inh – blocks TROY-dependent signaling in reporter cells; inhibition, % at 10 µM; Q293 LMP1-TROYcd NF-kB luciferase reporter, 4 h; hit rate 0.98% among 360,000;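 active = compounds whose plate-normalised and pattern-corrected inhibition of the luciferase reporter signal at the single screening dose is 50% or more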
# Vif imaging – HIV Vif inhibition | HEK293T cells, Vif self-association by quenched fluorescence, imaging, 24 h | inhibition, % at 7.49 µM | hit rate 0.35% among 340,000 | AID 602346; in the data active = inhibition above about 50%, passing the limit was not always enough; also: some results filed as inactive read as strong as hits
# LRH-1 inv ag – NR5A2 inverse agonism in reporter assay. HEK293T StAR-luciferase reporter, LRH-1 transfected, 24 h. hit rate 0.13% among 360,000. inhibition, % at 3.6 µM. O00482;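 active = inhibition above the mean inhibition of all tested compounds plus 3 SD, cut at about 73% in these data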;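 also: 0% = DMSO wells and 100% = reporter-only cells lacking LRH-1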
# COUP-TFII inh – inhibitors of human COUP-TFII (NR2F2); P24468; HEK293T NGFI-A luciferase reporter, luminescence; inhibition, % at 8.6 µM; hit rate 0.7% among 370,000;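 active = inhibition above a per-plate cutoff, mean inhibition of test wells between control levels plus 3 SD, cut at about 38% in these data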;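 also: cells cotransfected with COUP-TFII expression vector driving the NGFI-A reporter; 0% = median of COUP-TF2 test wells and 100% = reporter-only cells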
# Target sequence (P24468 whole entry, looked up): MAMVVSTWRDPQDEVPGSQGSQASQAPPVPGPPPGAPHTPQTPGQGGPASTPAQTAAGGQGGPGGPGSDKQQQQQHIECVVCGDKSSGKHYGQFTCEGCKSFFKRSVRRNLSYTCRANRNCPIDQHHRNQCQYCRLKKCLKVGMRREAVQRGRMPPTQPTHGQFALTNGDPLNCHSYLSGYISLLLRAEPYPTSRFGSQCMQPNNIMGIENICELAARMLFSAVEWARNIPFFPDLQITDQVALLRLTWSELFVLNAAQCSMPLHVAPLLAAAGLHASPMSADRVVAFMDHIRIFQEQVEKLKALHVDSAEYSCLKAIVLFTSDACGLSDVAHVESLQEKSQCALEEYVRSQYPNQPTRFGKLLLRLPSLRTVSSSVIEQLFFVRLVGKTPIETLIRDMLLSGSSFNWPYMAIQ
# SRC2 inh – inhibits human steroid receptor coactivator 2; Q15596; HEK293 GAL4-SRC2 luciferase reporter, luminescence; inhibition, % at 9 µM; hit rate 0.17% among 370,000;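 active = inhibition above the mean inhibition of all tested compounds plus 3 SD, set per campaign, cut at about 52% in these data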;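 also: 0% = DMSO treated cells and 100% = cells given Gossypol at 36 µM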
# SRC3 inh – human NCOA3 inhibition; Q9Y6Q9; HEK293 GAL4-SRC3 luciferase reporter, luminescence; inhibition, % at 3.6 µM; hit rate 0.17% among 360,000;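 active = inhibition above a per-campaign cutoff, the mean of all compounds plus 3 SD, cut at about 60% in these data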;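 also: 0% = DMSO-treated cells and 100% = gossypol-treated cells at 36 µM; higher means less SRC3-driven luciferase light from the GAL4 reporter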
# LMP1 NFkB inh – Epstein-Barr LMP1 NF-kappaB reporter inhibition; hit rate 0.69% among 350,000; AID 504558; inhibition, % at 12.5 µM; LMP1-induced NF-kappaB luciferase reporter cells, luminescence; in the data active = inhibition above about 41%;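 also: 0% = neutral control wells and 100% = reference inhibitor control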
# NOD2-RIPK2 inh – NOD2-RIPK2 protein interaction inhibition. O43353. CHO BLA complementation NOD2-RIPK2, CCF4 ratio. inhibition, % at 4.98 µM. hit rate 0.38% among 360,000. AID 624267; in the data active = inhibition above about 21%;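 also: 0% = vehicle only and 100% = reference blocker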
# Target sequence (O43353 whole entry, looked up): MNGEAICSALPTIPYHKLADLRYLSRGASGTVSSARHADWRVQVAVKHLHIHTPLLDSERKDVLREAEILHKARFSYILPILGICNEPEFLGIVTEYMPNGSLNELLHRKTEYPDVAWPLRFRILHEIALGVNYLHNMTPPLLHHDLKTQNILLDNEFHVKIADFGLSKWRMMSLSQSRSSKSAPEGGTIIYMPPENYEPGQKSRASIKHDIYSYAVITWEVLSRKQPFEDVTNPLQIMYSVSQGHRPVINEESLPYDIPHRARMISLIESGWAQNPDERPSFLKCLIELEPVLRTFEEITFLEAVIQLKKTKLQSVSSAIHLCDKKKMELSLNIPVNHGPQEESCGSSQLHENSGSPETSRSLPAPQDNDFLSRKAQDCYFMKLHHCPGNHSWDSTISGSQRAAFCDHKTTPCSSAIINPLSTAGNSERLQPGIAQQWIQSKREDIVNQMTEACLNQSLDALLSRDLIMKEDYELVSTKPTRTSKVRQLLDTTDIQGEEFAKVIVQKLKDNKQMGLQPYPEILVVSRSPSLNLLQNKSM
# Active calls of the source: *; nt = not tested or not shown. A portion of the library; the hit share may differ from the screen's.
mol	TRAIL sens C8	NCOA1 inh	TLR9-MyD88 inh	TROY signal inh	Vif imaging	LRH-1 inv ag	COUP-TFII inh	SRC2 inh	SRC3 inh	LMP1 NFkB inh	NOD2-RIPK2 inh
CC(=O)Oc1ccc2ccccc2c1C(NC(=O)C(C)C)c1cccc([N+](=O)[O-])c1 (stereo unspecified)	9	7	4	-10	-5	-13	5	2	8	-4	3
O=C(CCNC(=O)c1ccc([N+](=O)[O-])cc1)NC1CCCc2ccccc21 (stereo unspecified)	21	7	-9	-9	5	1	10	-17	-4	5	-9
CC1CCCC(n2cnc3cc(C(=O)O)ccc32)C1C (stereo unspecified)	6	0	-4	-11	-2	11	5	-7	-6	2	-2
CCOC(=O)N1CCN(C(=O)COc2ccccc2OC)CC1	-5	0	-7	-10	2	-15	6	12	1	-2	-11
C=CCn1c(C)cc(C2=NNC(=NC(C)(C)C)SC2)c1C	70*	47	0	28	5	22	58*	39	58	57*	-9
CC(C)CNC(=O)COC(=O)c1ccc(F)cc1Cl	-2	-28	7	-18	0	4	-2	0	-1	-10	2
Cc1ccc(NC(=O)C2CCN(S(=O)(=O)c3cc([N+](=O)[O-])ccc3Cl)CC2)nc1	19	0	-2	12	0	11	10	35	15	38	6
CCOC(=O)c1c(NC(=O)CNCCO)sc(C)c1C	-3	-10	-11	10	nt	-4	-2	11	8	8	-9
Cc1ccc2c(c1)N(CC(=O)NCc1ccco1)C(=O)CO2	4	-8	-12	-2	9	-11	8	15	9	-23	-20
c1ccc(-c2nc(NC3CCCC3)c3ccccc3n2)cc1	6	-13	2	16	-8	19	-3	13	8	0	-5
CN(C(=O)c1ccc(NC(=O)Cc2cccc(NC(=O)C3CCCN(C(=O)c4ccccc4)C3)c2)cc1)C1CC1 (stereo unspecified)	32	-18	-3	-17	0	4	-8	-12	-1	-7	5
CC(C)Oc1ccc(F)cc1-c1cc(C(=O)NCc2ccc(C(F)(F)F)cc2)[nH]n1	18	14	nt	28	0	20	-3	-26	-39	nt	-3
CN(C)/N=C1\C(=O)N(CN2CCN(c3ccccc3)CC2)c2ccccc21	-6	1	-17	-13	-3	-13	6	3	9	3	-2
CCCC(=O)Nc1ccc(S(=O)(=O)N2CCOCC2)cc1	0	3	0	9	nt	-5	-5	-11	29	0	1
Cc1ccc(-n2ncc3c2CCCC3NC(=O)CCCN2CCCCC2=O)cc1C (stereo unspecified)	-30	-4	-4	-7	-7	-26	11	16	1	-6	-7
Cc1cc(C)c(NC2=NCC(=O)N2C2CCCCC2)c(C)c1	-7	1	-3	2	-2	2	11	7	-8	-3	-3
COc1cc(C(c2c(C)[nH][nH]c2=O)c2c(C)[nH][nH]c2=O)cc(OC)c1OC	-5	1	0	12	-21	1	8	12	13	0	4
CC(C)(C)c1csc(NNC(=O)c2ccc(Cl)cc2)n1	18	-6	nt	-16	0	-35	0	17	-9	5	-9
Cc1ccc(C(=O)NCC(=O)N(C)CC(=O)Nc2ccccc2Br)s1	-15	6	6	0	-9	-5	-4	0	-12	-1	-4
CCSCCOC(=O)C1=C(C)NC(=O)NC1c1ccccc1 (stereo unspecified)	-17	13	3	1	7	17	-12	-15	3	-4	-7
Cc1nc(NCC(c2ccccc2)N(C)C)c2c(C)c(C)sc2n1 (stereo unspecified)	8	-5	-1	10	4	5	8	8	11	1	-3
CN(CCCCCCCCCCN(C)C(=O)Oc1cccc([N+](C)(C)C)c1)C(=O)Oc1cccc([N+](C)(C)C)c1	-8	-23	1	4	4	4	19	23	13	3	-18
Cc1nnc(N=c2ssnc2Cl)o1	5	3	3	2	-3	-18	-7	-32	-2	-9	-9
O=C(NCc1cccnc1)c1ccccc1NS(=O)(=O)c1ccccc1	4	-14	-9	-4	-3	-11	-6	-8	-16	2	-4
O=S(=O)(c1c(F)cccc1F)N1CCCC2CCCCC21 (stereo unspecified)	1	-18	1	-23	1	-12	25	17	2	2	-17

# (cont.)
mol	TRAIL sens C8	NCOA1 inh	TLR9-MyD88 inh	TROY signal inh	Vif imaging	LRH-1 inv ag	COUP-TFII inh	SRC2 inh	SRC3 inh	LMP1 NFkB inh	NOD2-RIPK2 inh
CSC[C@H]1CN(Cc2cccnc2)C(=O)[C@@H]1CC(=O)Nc1ccc(Br)cc1	-10	-13	5	-15	nt	5	-11	-14	2	-5	4
COC(=O)c1ccc(C)c(NC(=O)CCc2cc(OC)c(OC)c(OC)c2)c1	2	4	0	0	2	15	8	-24	19	1	-11
OC(C#CCN1CCCC1)(c1ccccc1)c1cccc(F)c1 (stereo unspecified)	-1	-9	5	-21	3	18	-7	5	8	-1	-7
O=C(NCCc1ccc(Cl)cc1)c1ccc2nc(N3CCOCC3)sc2c1	3	-13	0	19	7	-1	10	-21	-5	-4	-1
CCOC(=O)NN1C(=O)c2ccccc2NC1c1ccc(N(C)C)cc1 (stereo unspecified)	7	-62	-17	-65	-1	-58	-4	-44	-23	-7	-15
CNc1nc(Sc2ccc(C)cc2)cc(C(F)(F)F)n1	7	-11	-11	-35	-7	1	1	8	8	11	-3
Cc1ccccc1C(=O)NC(=S)Nc1ccc(Oc2ccc(Cl)cc2)cc1	-9	1	3	22	-2	-6	5	-1	0	3	8
O=C1C(=Cc2ccccc2Cl)CCc2ccccc21	53*	-71	nt	19	-2	-91	-37	-41	-91	nt	-18
CN(C)CCCOc1cccc(Oc2ccccc2)c1	-2	7	-8	0	2	-18	-3	11	22	1	3
CCCNC(=O)c1onc(CS(=O)(=O)c2cccc(OC)c2)c1C(=O)NCCC	-11	1	-12	-5	4	-8	15	-3	-3	-3	-1
O=C1CC(c2cccnc2)c2cc3c(cc2N1)OCO3 (stereo unspecified)	-11	13	5	7	-1	-14	-21	18	-23	-1	10
COc1ccccc1NC(=O)COC(=O)C1CC1	-17	-10	9	-20	1	2	-19	-28	-11	2	1
COc1ccc(N2C(=O)N[C@@H](Cc3ccccc3)C2=O)cc1OC	12	-39	-11	11	2	-4	-1	-7	5	2	5
CC(=O)c1c(C)[nH]c(C(=O)Nc2ccc(N3CCCCCC3)cc2)c1C	-3	22	4	46	-1	10	-9	51	21	8	9
COC(=O)c1ccc(COC(=O)c2ccc(-n3cnnn3)cc2)o1	3	-2	7	3	11	-1	-14	-24	10	-3	1
CC(C)(C)OC(=O)CNC(=O)c1nc[nH]c1C(=O)N1CCN(C(=O)OC(C)(C)C)CC1	7	-11	-5	8	-5	-17	4	1	-2	2	0
CCOC(=O)C1CCN(C(=O)c2cccc(NC(=O)C(CC)CC)c2)CC1	6	-21	-8	-12	5	-11	-1	7	-3	4	3
O=S(=O)(Nc1ccc2nc(-c3ccco3)[nH]c2c1)c1ccccc1	28	-55	-19	1	-4	-74	-34	-24	-53	-9	-16
S=C(c1ccc(Br)cc1)N1CCCC1	-21	-11	-2	-7	-2	-16	-7	3	10	3	9
COC(=O)c1ccc(CN2CCC(Oc3cccc(C(=O)N4CCOCC4)c3)CC2)cc1	6	-7	-6	6	nt	-9	13	19	11	-2	5
COc1ccc(C(=O)Nc2ccc(O)c3ccccc23)cc1OC	-2	-2	-4	18	-6	13	7	0	9	-7	-20
C=CCOc1ccc(/C=C2\SC(N)=NC2=O)cc1OC	-11	-5	15	-14	nt	24	-24	-10	-8	9	-4
CC(C)(O)c1[nH]c2cc(C(F)(F)F)ccc2c1C(C)(C)O	-8	-32	3	-18	-8	14	6	-24	-7	2	7
CC1N(C)c2cc(NC(=O)c3ccco3)c(P(=O)(Nc3ccc([N+](=O)[O-])cc3)N3CCOCC3)cc2C1(C)C (stereo unspecified)	1	4	2	-4	-15	-51	-24	28	4	-7	-3
O=C(Nc1ccc(OC(F)F)cc1)c1cc[n+]([O-])cc1	-4	2	-2	3	14	-6	7	-5	12	-5	-5

# Following part:
mol	TRAIL sens C8	NCOA1 inh	TLR9-MyD88 inh	TROY signal inh	Vif imaging	LRH-1 inv ag	COUP-TFII inh	SRC2 inh	SRC3 inh	LMP1 NFkB inh	NOD2-RIPK2 inh
CCC(C)(C)NC(=O)C(c1ccc(F)cc1)N(Cc1ccco1)C(=O)c1cnccn1 (stereo unspecified)	-1	-6	9	-6	2	-1	11	-10	7	1	-47
Cc1cc(C)nc(Nc2cccc3ccccc23)n1	2	-2	5	21	-2	17	-13	21	-5	4	6
Cc1ccc(NC(=O)N2CCCC2C(=O)Nc2c(C)cc(C)cc2C)cc1 (stereo unspecified)	-12	-20	3	-13	21	-30	-3	-24	8	1	2
O=C(/C=C/c1ccccc1)NC(=S)Nc1ccccc1O	17	-49	4	-28	-4	-70	0	-69	-44	-20	1
Cc1ccc(OC(C)C(=O)N2CCc3ccccc32)c([N+](=O)[O-])n1 (stereo unspecified)	1	-1	-5	-8	nt	14	10	-16	4	-3	-6
COc1ccc(S(=O)(=O)N(CC(=O)Nc2ccccc2C(=O)N2CCOCC2)c2ccc(F)cc2)cc1	-20	1	-2	-9	3	-3	-2	12	6	3	-13
O=C(NC1CCCCCC1)C1CCN(S(=O)(=O)c2ccccc2)CC1	-8	4	-7	-10	13	-28	-11	-4	21	-5	5
O=C(NCCCN1CCCC1=O)Nc1ccc([N+](=O)[O-])cc1	4	4	-5	9	-7	-7	-9	-2	-8	-4	-9
CCn1nc(C(=O)NNC(=O)c2ccccc2OCc2c(C)noc2C)c2ccccc2c1=O	-7	-8	-3	-13	-3	36	3	-18	23	2	-1
CNc1nc(SCC(=O)OC)nc(N2CCOCC2)n1	3	-2	4	9	19	12	0	-26	5	-3	-3
CCOC(=O)CNc1nc(Cl)nc(Nc2ccc(OC)cc2OC)n1	7	6	-14	8	-1	2	9	-24	10	-2	8
O=c1oc(-c2cccs2)nc2sc3c(c12)CCC3	-1	1	0	-16	3	5	4	-26	13	-8	0

# Sorted by molecular weight (largest number first): some entries from above.
mol	TRAIL sens C8	NCOA1 inh	TLR9-MyD88 inh	TROY signal inh	Vif imaging	LRH-1 inv ag	COUP-TFII inh	SRC2 inh	SRC3 inh	LMP1 NFkB inh	NOD2-RIPK2 inh
Cc1ccc(C(=O)NCC(=O)N(C)CC(=O)Nc2ccccc2Br)s1	-15	6	6	0	-9	-5	-4	0	-12	-1	-4
CCOC(=O)CNc1nc(Cl)nc(Nc2ccc(OC)cc2OC)n1	7	6	-14	8	-1	2	9	-24	10	-2	8
CNc1nc(SCC(=O)OC)nc(N2CCOCC2)n1	3	-2	4	9	19	12	0	-26	5	-3	-3
c1ccc(-c2nc(NC3CCCC3)c3ccccc3n2)cc1	6	-13	2	16	-8	19	-3	13	8	0	-5
Cc1nnc(N=c2ssnc2Cl)o1	5	3	3	2	-3	-18	-7	-32	-2	-9	-9
